Screening data from PubChem.
Tb PGK inh: blocks T. brucei phosphoglycerate kinase; P07378; PGK/GAPDH coupled, Kinase-Glo luminescence, 60 min; Potency, µM (top dose mostly 57.5 µM), without a hit: top-dose activity change, negative = inhibition, hits mostly inhibitors; actives 0.043% (n = 380,000); also: potency is read from the fitted curve at half-maximal effect; % is scaled to controls: 0 for no effect and ±100 for the full control effect; nearly all actives have a fitted effect of over 60% in size
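Luminescent ATP detection (Kinase-Glo Plus) follows a 60-minute room-temperature incubation, with wells lacking PGK as controls. Buffer: 100 mM TEA (pH 7.6), 5 mM MgCl2, 0.01% Tween-20. Coupling enzyme GAPDH (100 nM final) supplies unstable 1,3-BPG in-well.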
PI4K2A inh: inhibitors of human PI4K2A | Q9BTU6 | purified PI4K2A, ADP-Glo luminescence, 1 h; hits give low values | activity change, negative = inhibition, % at 76.9 µM | actives 0.13% (n = 420,000); in the data active = activity change below about -50%; inconclusive = mostly about -30% to -49%;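 also: -100% = wells without enzyme as full effect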
Target sequence (Q9BTU6 whole entry, looked up): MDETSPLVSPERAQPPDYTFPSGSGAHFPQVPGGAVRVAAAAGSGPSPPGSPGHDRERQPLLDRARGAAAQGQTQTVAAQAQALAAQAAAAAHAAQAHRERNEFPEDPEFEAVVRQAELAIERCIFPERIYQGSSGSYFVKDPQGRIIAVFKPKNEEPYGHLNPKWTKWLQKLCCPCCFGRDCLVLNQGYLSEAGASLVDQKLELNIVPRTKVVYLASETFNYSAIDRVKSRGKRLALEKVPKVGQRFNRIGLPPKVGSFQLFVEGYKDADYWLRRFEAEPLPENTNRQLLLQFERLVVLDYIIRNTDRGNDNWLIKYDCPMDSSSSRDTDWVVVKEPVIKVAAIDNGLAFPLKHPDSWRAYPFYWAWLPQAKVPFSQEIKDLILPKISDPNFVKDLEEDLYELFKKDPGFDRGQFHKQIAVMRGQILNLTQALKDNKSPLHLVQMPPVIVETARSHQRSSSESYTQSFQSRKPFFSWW
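In this quantitative HTS, ADP production by PI4K2A was quantified luminescently after 1 h at ambient temperature; 100 microM adenosine served as plate-quality control.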
G9a block: inhibitors of human histone lysine methyltransferase G9a; Q96KQ7; Potency, µM (series often up to 102 µM), for inactives: at the highest dose activity, negative = inhibition, most hits filed as inhibitors; actives 8.8% (n = 350,000); G9a H3K9 monomethylation, AlphaScreen, 2 h; also: potency is read from the fitted curve at half-maximal effect; % is scaled to controls: 0 for no effect and ±100 for the full control effect; nearly all actives have a fitted effect of over 75% in size
Target sequence (Q96KQ7 913-1193 limits assumed): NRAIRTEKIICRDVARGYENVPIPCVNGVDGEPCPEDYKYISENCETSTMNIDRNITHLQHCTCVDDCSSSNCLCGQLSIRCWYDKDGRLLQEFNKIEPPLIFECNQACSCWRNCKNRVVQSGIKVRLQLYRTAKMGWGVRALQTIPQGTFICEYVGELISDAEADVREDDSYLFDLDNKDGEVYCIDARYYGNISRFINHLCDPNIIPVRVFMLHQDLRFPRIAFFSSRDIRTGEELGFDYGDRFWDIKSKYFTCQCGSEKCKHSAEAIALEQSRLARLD
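G9a (20 nM) preincubated 15 min RT with compounds, then 500 nM biotinylated H3K9 peptide and 20 uM SAM added; 2 h RT reaction. Monomethyl-H3K9 product detected by AlphaScreen with anti-H3K9me1 antibody, streptavidin donor and anti-rabbit IgG acceptor beads.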
POLH inh: inhibitors of human DNA polymerase eta; Q9Y253; recombinant Pol eta, fluorescent DNA replication assay; Potency, µM (series often up to 114 µM), for the others: at the highest dose activity change, negative = inhibition, hits mostly inhibitors; actives 1.2% (n = 390,000); AID 588591; also: potency is read from the fitted curve at half-maximal effect; % is scaled to controls: 0 for no effect and ±100 for the full control effect
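Fluorescent replication assay: 50 nM final substrate added after a 15 min room-temperature compound preincubation with 10 nM enzyme. Signal taken at 0 min and again at 10 min.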
JMJD2A Tudor: JMJD2A Tudor domain (human) inhibition; actives 4.4% (n = 390,000); O75164; AlphaScreen JMJD2A-Tudor / H3K4me3 peptide binding; Potency, µM (titrated, usually from 114 µM), for the others: top-dose activity change, negative = inhibition, usual class: inhibitors; also: potency is read from the fitted curve at half-maximal effect; % is scaled to controls: 0 for no effect and ±100 for the full control effect; nearly all actives have a fitted effect of over 50% in size
HP1b binding inh: inhibitors of HP1-beta chromodomain binding to methylated histone tails; AID 540317; AlphaScreen HP1-beta / biotin-H3K9me3 peptide binding; P83916; Potency, µM (highest dose often 114 µM), without a hit: top-dose activity change, negative = inhibition, most hits filed as inhibitors; actives 0.56% (n = 390,000); also: potency is read from the fitted curve at half-maximal effect; nearly all actives have a fitted effect of over 70% in size; inactives centre near 23
Target sequence (P83916 whole entry, looked up): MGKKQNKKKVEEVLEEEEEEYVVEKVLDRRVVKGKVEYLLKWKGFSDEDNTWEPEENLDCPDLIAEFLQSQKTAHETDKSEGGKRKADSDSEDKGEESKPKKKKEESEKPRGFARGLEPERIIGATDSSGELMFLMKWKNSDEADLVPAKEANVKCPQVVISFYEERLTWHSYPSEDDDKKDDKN
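Compound inhibition of the preformed complex between 50 nM HP1-beta and 50 nM biotinylated H3K9me3 peptide was read by AlphaScreen. Buffer was PBS pH 7.4 with 0.01% Tween-20. Incubations ran 30 min at room temperature, with 10 ug/mL donor/acceptor beads.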
GLS inhibitor: inhibitors of human glutaminase (GLS) | actives 0.21% (n = 410,000) | GLS enzymatic activity, qHTS titration | O94925 | AID 624170 | Potency, µM (highest dose often 45.5 µM), for inactives: at the top dose activity change, negative = inhibition, actives largely listed as inhibitors; also: potency is read from the fitted curve at half-maximal effect; % is scaled to controls: 0 for no effect and ±100 for the full control effect
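Read-out is an Amplex red fluorescence increase coupled through glutamate oxidase and HRP, measured before and after 30 min room-temperature incubation. hKGA is in 45 mM KH2PO4 (pH 8.2) with 0.02% Tween-20; glutamine added as 1mM solution.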
Pin1 inhibitor: inhibitors of human Pin1; Pin1 FP peptide displacement, HiFluor488, 10 min; Potency, µM (doses to about 115 µM), for inactives: at the top dose activity, negative = inhibition, actives largely listed as inhibitors; actives 0.009% (n = 390,000); AID 504891; active = well fitted inhibition curve with a large enough effect in the polarisation, with a control signal flat, not every such curve was filed as active; inconclusive = small, poorly fitted or top-dose-only effect, or effect the other way, or a change in a side signal; inactive = no such curve, though single readings can be large or run the other way; the % refers to the polarisation; also: potency is read from the fitted curve at half-maximal effect; % is scaled to controls: 0 for no effect and ±100 for the full control effect
BAZ2B inh: blocks human BAZ2B | actives 4.4% (n = 360,000) | AlphaScreen BAZ2B-H3K14Ac peptide displacement | Potency, µM (doses to about 114 µM), inactives show top-dose activity change, negative = inhibition, usual class: inhibitors | AID 504333 | Q9UIF8; also: potency is read from the fitted curve at half-maximal effect; % is scaled to controls: 0 for no effect and ±100 for the full control effect; nearly all actives have a fitted effect of over 60% in size
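AlphaScreen luminescence quantifies BAZ2B engagement of H3K14Ac peptide; the protein and biotinylated peptide are both at 50 nM final, buffer PBS pH 7.4 with 0.01% Tween-20, all steps at room temperature.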
* marks the source's active call; other numbers are inactive results; i = inactive; ? = inconclusive; . = not tested or not shown; & = joins results of further samples; [ ] = dose if it differs, or a comment. Unless noted, calls follow the shape of the dose curve; as a rule, active = well fitted curve in the direction sought with a large enough effect; inconclusive = small, poorly fitted or top-dose-only effect, or another doubt; inactive = no such curve, though single readings can be large; an effect the other way counts as inactive or inconclusive. Some of the compounds tested, so the mix of outcomes need not match the whole.

cpd	molecule	Tb PGK inh	PI4K2A inh	G9a block	POLH inh	JMJD2A Tudor
1	Cc1nn(Cc2ccc(Cl)c(Cl)c2)c(C)c1NC(=O)c1noc2c1CCCCC2	-4%	2	-41%	-7%	-3%
2	O=C(c1ccc(N2C(=O)C3C4c5ccccc5C(c5ccccc54)C3C2=O)cc1)N1CCOCC1 (centres undefined)	-7%	8	28%[59 µM]	-13%	-18%
3	CCOc1cc(C2C(C(=O)OC)=C(C)N=C3SCCC(=O)N32)ccc1OC(C)=O (centres undefined)	0%	3	-13%	-6%	-8%
4	COc1ccc2oc(=O)c(C(=O)NCc3ccco3)cc2c1	-1%	-5	4%	-1%	-2%
5	C=CCC(NC(C)c1ccccc1)c1ccco1 (centres undefined)	-14%	5	.	-3%	2.5µM*
6	CC(C)(C)c1ccc(NC(=O)C2CCCN(c3cnccn3)C2)cc1 (centres undefined)	-1%	6&-2	-10%[59 µM]	-14%&-18%	?
7	Cn1c(CNC(=O)OC(C)(C)C)nnc1SCC(=O)N1CCOCC1	-6%	-2	?	-5%	-2%
8	CC(C)(C)c1ccc(S(=O)(=O)NCC(=O)Nc2ccc(-c3nc4ccccc4s3)cc2)cc1	-10%	0	10%[2.33 µM]	-4%	-7%[11.4 µM]
9	OC(CN1CCN(c2ncc(C(F)(F)F)cc2Cl)CC1)c1ccccc1 (centres undefined)	-6%	2	?	-15%	5%
10	Cc1nn2c3c(cnc2c1-c1ccc(Cl)cc1)C(=O)CC(c1ccco1)C3 (centres undefined)	1%	0	0%[12.7 µM]	3%	-11%

cpd	HP1b binding inh	GLS inhibitor	Pin1 inhibitor	BAZ2B inh
1	19%	-1%	-1%	-19%
2	12%	-3%	-3%	-4%
3	6%	2%	-3%	7%
4	10%	0%	-2%	-19%
5	?	-1%	0%	50µM*
6	5%&31%	-4%&-6%	4%&-5%	?
7	44%[activator]	0%	8%	-39%
8	37%	-14%	-3%	7%
9	15%	-4%	-5%	2%
10	?	1%	30%[activator]	-4%

New compounds follow.
cpd	molecule	Tb PGK inh	PI4K2A inh	G9a block	POLH inh	JMJD2A Tudor
11	CCN(Cc1ccncc1)C(=O)C1CCN(S(=O)(=O)c2cccs2)CC1	-5%	-1	?	-12%	-28%[57.1 µM]
12	Cc1ccc(C)c(C(=O)OCC(=O)Nc2cccc(S(=O)(=O)NC3=NCCCCC3)c2)c1	-2%	0	?	-16%	-19%
13	COc1ccccc1CNC(=O)C1CCN(S(=O)(=O)c2ccc(-n3cnnn3)cc2)CC1	-1%	9	10%[59 µM]	-17%	-13%
14	O=C(CNC(=O)C1CCCCC1)NCCCO	.	-1	-7%[59 µM]	1%	0%
15	COc1ccc2oc(=O)c(C(=O)NCc3ccccc3)cc2c1	i	-1	32%	-7%	-10%
16	COCCNC(=O)Cn1cc(/C=N/NC(=O)c2ccc(Oc3ccc(O)cc3)cc2)c2ccccc21	0%	-6	12%	-12%	-31%
17	CC(C)c1ccc(CNC(=O)C(=O)NCCCn2ccnc2)cc1	-7%	-3	0%[59 µM]	-17%	-27%
18	Cc1ccc(-c2cc(C(=O)Nc3ccc(S(=O)(=O)Nc4cc(C)on4)cc3)c3ccccc3n2)c(C)c1	1%	4	?	-11%	-35%
19	CC(C)(C)NC(=O)/C(=C\c1ccco1)NC(=O)c1ccco1	-1%	-3	?	-7%	-3%
20	O=C(NC(=S)NCC1COc2ccccc2O1)c1ccccc1 (centres undefined)	-4%	-3	?	-18%	-17%

cpd	HP1b binding inh	GLS inhibitor	Pin1 inhibitor	BAZ2B inh
11	-8%	3%	-3%	-8%
12	34%	-12%	0%	.
13	-23%	-2%	-2%	31%[activator]
14	26%	-3%	1%	12%
15	34%[activator]	2%	-5%	2%
16	?	-10%	-2%	-5%
17	14%	0%	-10%	50µM*
18	-7%	-5%	?	-9%
19	58%[activator]	2%	-2%	4%
20	24%	0%	-16%	3%

Next structures follow.
cpd	molecule	Tb PGK inh	PI4K2A inh	G9a block	POLH inh	JMJD2A Tudor
21	O=C(CN1CCN(Cc2ccc(F)cc2)CC1)NCCc1ccccc1	3%	-1	1%[0.501 µM]	-17%	-13%
22	O=C(Nc1ccc(-c2csc(Nc3cccc(C(F)(F)F)c3)n2)cc1)c1cccc(C(F)(F)F)c1	-4%	-4	-7%[12.7 µM]	-23%	?
23	O=C(Nc1ccccc1N1CCOCC1)c1ccncc1	4%	0	-10%[2.33 µM]	-2%	-10%
24	CCOc1ccc(S(=O)(=O)N2CCN(C(=O)c3cc4ccccc4o3)CC2)cc1	-4%	-4	.	-18%	-29%
25	COc1ccc(-n2ccn3c(CCC(=O)N4CCN(c5cccc(C)c5C)CC4)nnc3c2=O)cc1	7%	-1	.	4%	-30%
26	NC(=O)C1Cc2ccccc2CN1C(=O)c1nn(Cc2ccccc2)c(=O)c2ccccc12 (centres undefined)	2%	-2	31%[12.7 µM]	-16%	-14%
27	Cc1cccc(N(C)C(=O)CCS(=O)(=O)c2cc3c(cc2Cl)NC(=O)CO3)c1	0%	-6	?	-6%	-12%
28	O=C(Nc1ncc(Cc2cccc(Cl)c2Cl)s1)c1ccc([N+](=O)[O-])cc1	-1%	0	3%	-4%	-25%
29	C/C(=N\NC(=O)c1cccs1)c1ccc2ccccc2c1	-2%	0	-4%	-15%	-18%
30	O=C1CCCCCCCN1Cc1ccccc1	-3%	9	.	-19%	-16%

cpd	HP1b binding inh	GLS inhibitor	Pin1 inhibitor	BAZ2B inh
21	-4%	-7%	-2%	7%
22	16%	4%	10%	-12%
23	35%	18%	1%	1%
24	18%	-5%	22%	.
25	17%	5%	2%	-6%
26	16%	16%	-5%	-22%
27	29%	2%	1%	5%
28	28%	1%	-3%	-38%
29	10%	-5%	-3%	3%
30	39%[activator]	-3%	0%	.

Gathered by group: the entries above with a tert-butyl group
cpd	molecule	Tb PGK inh	PI4K2A inh	G9a block	POLH inh	JMJD2A Tudor
6	CC(C)(C)c1ccc(NC(=O)C2CCCN(c3cnccn3)C2)cc1 (centres undefined)	-1%	6&-2	-10%[59 µM]	-14%&-18%	?
7	Cn1c(CNC(=O)OC(C)(C)C)nnc1SCC(=O)N1CCOCC1	-6%	-2	?	-5%	-2%
8	CC(C)(C)c1ccc(S(=O)(=O)NCC(=O)Nc2ccc(-c3nc4ccccc4s3)cc2)cc1	-10%	0	10%[2.33 µM]	-4%	-7%[11.4 µM]
19	CC(C)(C)NC(=O)/C(=C\c1ccco1)NC(=O)c1ccco1	-1%	-3	?	-7%	-3%

cpd	HP1b binding inh	GLS inhibitor	Pin1 inhibitor	BAZ2B inh
6	5%&31%	-4%&-6%	4%&-5%	?
7	44%[activator]	0%	8%	-39%
8	37%	-14%	-3%	7%
19	58%[activator]	2%	-2%	4%

Next part
cpd	molecule	Tb PGK inh	PI4K2A inh	G9a block	POLH inh	JMJD2A Tudor
31	CCOC(=O)N1CCN(S(=O)(=O)c2ccc(C(=O)NNc3nc4c(C)cccc4s3)cc2)CC1	i	2	35µM*	-5%	?
32	O=C(NCc1ccc(F)cc1)c1ccc(Nc2nc3ccccc3n3nnnc23)cc1	-12%	2	8%[59 µM]	0%	-15%
33	CCOC(=O)C1CCCN(S(=O)(=O)c2ccc3c(c2)oc(=O)n3C)C1 (centres undefined)	i	-2	-4%[59 µM]	-8%	-18%
34	CN(Cc1cccc(Cl)c1Cl)c1ccc(S(=O)(=O)N2CCCCC2)cc1[N+](=O)[O-]	i	-4	-23%[59 µM]	-11%	-34%
35	COc1ccccc1N1C(=O)c2ccc(C(=O)Nc3nccs3)cc2C1=O	4%	-1	3%	11%	?
36	CCOC(=O)CCC(=O)Nc1ccc(S(=O)(=O)N2CCc3ccccc32)cc1	-1%	-7	3%	-6%	7%
37	COCC(=O)Nc1ccc(N(C)C)cc1	i	1	2.5µM*	-5%	-11%
38	CC(C)(C)N(NC(=O)Nc1ccccc1)C(=O)c1ccccc1	-4%	-1	17%[59 µM]	0%	-8%
39	COCC(=O)N(C)[C@H]1C[C@H]2c3cc(-c4ccccc4)ccc3CCN2C(=O)[C@H]1[C@H](C)O	-9%	-3	.	-22%	-17%
40	Cc1cc2nc(C3CCN(C(=S)NCCCOC(C)C)CC3)[nH]c2cc1C	-7%	-4	10%	-11%	-30%

cpd	HP1b binding inh	GLS inhibitor	Pin1 inhibitor	BAZ2B inh
31	-4%	7%	2%	?
32	13%	-4%	8%	-12%
33	14%	-7%	-6%	.
34	?	-14%	-1%	?
35	36%	-4%	10%	-9%
36	51%[activator]	-1%	6%	-15%
37	27%	8%	-5%	3%
38	20%	-3%	0%	4%
39	22%	2%	4%	.
40	40%[activator]	4%	3%	-21%

BAZ2B inh: what is marked active above.
cpd	molecule	Tb PGK inh	PI4K2A inh	G9a block	POLH inh	JMJD2A Tudor
5	C=CCC(NC(C)c1ccccc1)c1ccco1 (centres undefined)	-14%	5	.	-3%	2.5µM*
17	CC(C)c1ccc(CNC(=O)C(=O)NCCCn2ccnc2)cc1	-7%	-3	0%[59 µM]	-17%	-27%

cpd	HP1b binding inh	GLS inhibitor	Pin1 inhibitor	BAZ2B inh
5	?	-1%	0%	50µM*
17	14%	0%	-10%	50µM*
